Rab2 wt GTP – modulators of GTP binding to Rab2A wildtype, primary screen, biochemical, dog, bead-based flow cytometry, multiplex | GST-Rab2 wt beads, Bodipy-GTP binding | GTP binding activity, % at 10 µM | AID 760, 2007 | 190,000 compounds, 0.19% hits;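 active = GTP binding activity at least 20 points away from 100%, either lowered or raised; inconclusive = signal likely due to the compound's own green fluorescence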;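 note: 0% = beads with excess unlabeled GTP and 100% = no-compound control corrected for plate trend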
Cdc42 wt GTP – modulators of GTP binding to wildtype Cdc42, primary screen, biochemical, multiplex bead flow cytometry, Bodipy-GTP; Cell division control protein 42 homolog (Homo sapiens), P60953; GST-Cdc42 beads; actives lie on both sides; 190,000 compounds, 0.2% hits; percent activity (GTP binding), % at 10 µM;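 active = percent activity GTP binding at least 20 points away from the 100% baseline, either down as inhibitor or up as activator; inconclusive = compound flagged as likely green fluorescent from well-wide comparison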;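 note: median bead fluorescence of bound Bodipy-FL-GTP at 100 nM; 0% = excess unlabeled GTP control and 100% = no compound control; below 100% means less GTP binding so inhibitor and above means activator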
Bim-Bfl-1 – inhibitors of Bim binding to Bfl-1, primary screen, biochemical, multiplexed, bead-based flow cytometry; Bcl-2-related protein A1 (Homo sapiens), Q16548; Bim-Bfl-1 binding inhibition; inhibition, % at 10 µM; 190,000 compounds, 0.12% hits;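 note: 0% = wells without compound plus tracer and 100% = blocker peptide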
Bcl-2 Bim block – inhibitors of Bim-Bcl-2 binding, primary screen, biochemical, multiplexed, human Bcl-2 family. Apoptosis regulator Bcl-2 (Homo sapiens), P10415. inhibition, % at 10 µM. 190,000 compounds, 0.06% hits. Bead-based flow cytometry, Bim peptide-Bcl-2 binding; in the data active = inhibition above about 40%; inconclusive = no clear call, values can overlap the other calls;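 note: 0% = no compound wells with probe peptide and 100% = reference peptide inhibitor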
Target sequence (P10415 whole entry, looked up): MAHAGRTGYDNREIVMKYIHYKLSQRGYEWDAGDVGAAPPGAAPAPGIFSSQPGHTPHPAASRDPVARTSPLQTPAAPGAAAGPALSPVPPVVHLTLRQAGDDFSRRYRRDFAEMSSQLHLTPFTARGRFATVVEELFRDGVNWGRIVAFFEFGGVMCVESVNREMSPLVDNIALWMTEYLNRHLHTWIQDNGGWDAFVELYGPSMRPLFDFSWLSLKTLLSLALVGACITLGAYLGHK
Rac1 mut GTP – GTP binding modulators of activated mutant Rac1, primary screen, biochemical, bead-based flow cytometry, multiplex, fluorescent GTP | Ras-related C3 botulinum toxin substrate 1 (Homo sapiens), P63000 | GST-Rac1 activated beads; actives lie on both sides; 100% means binding = to untreated wells | percent activity (GTP binding), % at 10 µM | 190,000 compounds, 0.11% hits | AID 764, 2007;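 active = GTP binding at least 20 percentage points away from the 100% baseline, in either direction, so actives lie on both sides; inconclusive = Compound likely fluorescent itself, or too few beads counted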
Bcl-B Bim block – inhibitors of Bim-Bcl-B binding, primary screen, biochemical, multiplexed, human Bcl-2 family. inhibition, % at 10 µM. 190,000 compounds, 0.073% hits. Bcl-2-like protein 10 (Homo sapiens), Q9HD36. bead-based flow cytometry, Bim peptide-Bcl-B binding;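 note: 0% = tracer peptide without compound and 100% = reference inhibitor peptide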
Target sequence (Q9HD36 whole entry, looked up): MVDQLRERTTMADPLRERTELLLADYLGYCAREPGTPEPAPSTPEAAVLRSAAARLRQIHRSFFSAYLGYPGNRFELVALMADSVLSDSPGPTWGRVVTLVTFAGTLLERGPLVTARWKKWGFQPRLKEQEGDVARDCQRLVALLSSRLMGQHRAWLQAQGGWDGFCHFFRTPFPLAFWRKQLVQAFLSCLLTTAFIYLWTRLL
Bim-Bcl-XL – inhibitors of Bim-Bcl-XL binding, primary screen, biochemical, multiplexed, bead flow cytometry, human Bcl-XL; AID 1007, 2008; 190,000 compounds, 0.04% hits; inhibition, % at 10 µM; Bim peptide-Bcl-XL binding, fluorescence
Bim-Bcl-W – inhibitors of Bim binding to Bcl-W, primary screen, biochemical, multiplexed, bead-based flow cytometry; Bcl-2-like protein 2 (Homo sapiens), Q92843; Bim peptide-Bcl-W binding; inhibition, % at 10 µM; 190,000 compounds, 0.02% hits; AID 952, 2007;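 note: 0% = bound tracer without compound and 100% = peptide blocker; higher means less fluorescent Bim peptide bound to Bcl-W beads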
Target sequence (Q92843 whole entry, looked up): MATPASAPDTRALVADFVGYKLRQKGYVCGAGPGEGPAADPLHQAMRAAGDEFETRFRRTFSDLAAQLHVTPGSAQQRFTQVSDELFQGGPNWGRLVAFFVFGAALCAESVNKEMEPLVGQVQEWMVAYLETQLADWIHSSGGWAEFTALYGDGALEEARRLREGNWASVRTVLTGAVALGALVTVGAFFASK
HRas wt GTP bind – modulators of GTP binding to HRas wildtype, primary screen, biochemical, bead-based flow cytometry, multiplex; 190,000 compounds, 0.14% hits; GST-Ras wt beads, Bodipy-FL-GTP binding; actives lie on both sides; AID 759, 2007; GTP binding activity, % at 10 µM;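 active = GTP binding activity at least 20% away from the 100% baseline, either lowered as inhibitor or raised as activator; inconclusive = flagged as likely green fluorescent, judged across all proteins in the well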;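 note: 0% = unlabeled GTP competition control and 100% = no-compound control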
Target sequence (P01112 whole entry, looked up): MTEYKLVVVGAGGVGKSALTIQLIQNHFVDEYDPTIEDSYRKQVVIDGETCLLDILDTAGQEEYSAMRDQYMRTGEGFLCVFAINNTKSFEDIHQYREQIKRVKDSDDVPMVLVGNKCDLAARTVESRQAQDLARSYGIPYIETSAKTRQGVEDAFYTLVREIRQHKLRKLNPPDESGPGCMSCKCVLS
Rac1 wt GTP bind – wildtype Rac1 GTP binding modulators, primary screen, biochemical, GST-Rac1 beads, flow cytometry, multiplex; Ras-related C3 botulinum toxin substrate 1 (Homo sapiens), P63000; fluorescent GTP binding; actives lie on both sides; 0 = cold GTP competed, 100 = untreated; GTP binding activity (% of control), % at 10 µM; 190,000 compounds, 0.27% hits; AID 757, 2007;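 active = GTP binding activity at least 20 points away from the 100% control level, either lower or higher; inconclusive = compound flagged as likely green fluorescent, judged across all proteins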
Rab7 wt GTP bind – modulators of GTP binding to Rab7, primary screen, biochemical, wildtype, multiplex bead flow cytometry | GST-Rab7 beads, fluorescent GTP binding; actives lie on both sides; untreated = 100%, excess cold GTP = 0% | GTP binding activity (percent of control), % at 10 µM | 190,000 compounds, 0.055% hits;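 active = fluorescent GTP binding to Rab7 beads changed by at least 20 points from the 100% baseline, either direction, mostly lower; inconclusive = compound itself probably fluorescent, or too few beads counted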;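 note: median green fluorescence of bound Bodipy-FL-GTP per Rab7 bead population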
Active calls of the source: *; ? = inconclusive. Cut-off read from the data, not from the text of the source, unless noted: active = inhibition above about 40%. Rows are unselected; any-hit rate near 0.62%.

SMILES	Rab2 wt GTP	Cdc42 wt GTP	Bim-Bfl-1	Bcl-2 Bim block	Rac1 mut GTP	Bcl-B Bim block	Bim-Bcl-XL	Bim-Bcl-W	HRas wt GTP bind	Rac1 wt GTP bind	Rab7 wt GTP bind
O=C(CNC(=O)c1ccccc1)OCc1ccc([N+](=O)[O-])cc1	100	101	2	2	97	-4	-3	-2	100	102	97
COc1cc(CSC)nc(-c2ccccc2)n1	99	100	3	1	100	3	0	1	95	100	95
COc1ccc(NC(=S)N2CCC(C(O)(c3ccccc3)c3ccccc3)CC2)cc1	102	101	8	1	99	8	5	8	100	103	98
C=CCNC(=O)c1ccc(C)c(Br)c1	104	105	-10	-4	100	-3	-8	1	104	108	106
Cc1n[nH]c(C)c1N1C(=O)c2cccc3c(N4CCCCCC4)ccc(c23)C1=O	109	111	-2	-3	102	-6	-2	0	108	103	108
COc1cccc(/C(O)=C2\C(=O)C(=O)N(c3ccccn3)C2c2cccc(OC)c2OC)c1 (stereo not given)	96	97	0	0	96	0	0	-1	100	96	95
CCc1c(C(=O)NCc2cnn(C)c2)csc1C	99	102	-24	-11	100	-9	-9	-7	101	108	99
COc1ccccc1CNC(=O)C1CCN(S(=O)(=O)N2CCCCC2)CC1	97	103	-22	-11	100	-12	-13	-3	101	106	99
Cc1cc(=O)[nH]c2c1c(C)nn2C1CCCCC1	102	104	0	0	101	0	1	0	100	104	100
CCOCCn1c(N2CCN(c3ccc(OC)cc3)CC2)nc2c1c(=O)[nH]c(=O)n2C	102	103	-18	-10	98	-12	-10	-5	104	109	102
C/C(=N\NC(=O)Cc1csc(N2CCOCC2)n1)c1ccc(Cl)c(Cl)c1	?	?	6	0	?	2	-1	0	?	?	?
COc1ccc(F)cc1C(=O)C1CCCN(Cc2cccn2-c2cccnc2)C1 (stereo not given)	96	97	-6	-5	95	0	0	-4	98	97	100
COc1ccc(-c2csc(-c3cccs3)n2)cc1OC	98	97	-4	-2	97	-12	-2	0	98	99	99
OCCSc1nc(N2CCOCC2)nc(N2CCOCC2)n1	96	99	-6	-4	97	0	0	0	96	99	95
O=[N+]([O-])c1cc(S(=O)(=O)NCCCN2CCOCC2)ccc1Cl	100	98	-2	0	99	-4	-11	-5	99	103	95
CCC(CC)NCc1ccc(OC)cc1OC	101	100	-3	0	99	-3	0	0	101	101	102
O=C(/C=C/c1ccc(Cl)c(Cl)c1)n1cccn1	91	91	0	-7	89	-4	-2	-3	93	91	93
COC(=O)CCN(C1CCCCC1)S(=O)(=O)c1ccc(S(=O)(=O)NC2CCCCC2)cc1	102	103	-7	-11	100	-8	-5	2	101	104	100
Nn1c(=S)[nH]nc(Cc2ccc(O)cc2)c1=O	97	102	0	1	100	0	0	-1	98	103	98
CCOC(=O)c1ccc(CNC(=O)Cn2nnc(-c3ccc(C)cc3)n2)o1	103	105	-14	-3	101	-9	0	1	103	104	102
Cc1ccc(NC(=O)CCN2C(=O)CSC2=O)c(C)c1	100	104	-1	1	98	-5	-5	-2	102	105	100
Cc1ccc2c(c1)c1c(n2CC(O)Cn2c(C)nc3ccccc32)C(=O)CCC1 (stereo not given)	99	101	0	0	99	-2	-1	5	101	102	100
O=C(Cn1c(-c2ccccc2)c[n+]2ccsc12)c1ccc(Br)cc1	97	96	-4	-2	97	-5	0	-2	99	98	93
COCCNC(=O)C(=O)N/N=C(\C)CC(=O)Nc1ccc(Cl)cc1Cl	99	103	-2	-3	102	-2	-2	0	102	104	101
Nc1nc(CSc2ncn[nH]2)nc(Nc2ccc(F)cc2)n1	103	99	-1	0	96	0	2	2	100	99	103
COc1ccc2nc(N3CCCC3)c(C#N)cc2c1	?	?	0	0	?	0	0	0	?	?	?
Cc1nc2cc(C(=O)NCc3ccc4c(c3)OCO4)ccc2n1-c1ccc(Br)cc1	?	?	-13	-1	?	-10	-7	-1	?	?	?
CCCOc1ccc2oc(=O)c3c(c2c1)CCCN3C(=O)CN1CCc2ccccc2C1	97	100	-13	-6	98	-11	-8	-6	98	102	97
CCc1nnc(N2C(=O)c3cccc4cccc(c34)C2=O)s1	98	99	-14	-8	96	-11	-10	-5	97	100	97
CC1CCN(Cc2cnc(Cl)s2)CC1	94	95	-12	-11	93	-7	-12	0	93	90	95
CCCNC(=O)N1CCN(S(=O)(=O)c2ccc(C)cc2)CC1	97	101	0	-5	97	0	0	2	99	100	94
Cc1ccc(NC(=O)CN2CCN(CCN=CC3=C(O)CC(c4ccccc4)CC3=O)CC2)cc1 (stereo not given)	101	104	-15	-6	100	-7	-5	-2	104	107	104
COc1cccc(/C=C/C(=O)OCC(=O)NCc2ccco2)c1	99	97	0	0	99	-6	-2	-1	100	102	97
COc1ccc2[nH]c(O)c(N=NC(=N)N)c2c1	88	100	2	4	96	0	1	0	90	89	93
Cc1nn(Cc2ccc(F)cc2)c(C)c1NC(=O)C1c2ccccc2Oc2ccccc21	101	100	-4	-1	101	-8	-7	-5	102	106	99
O=C(Cn1c(=S)[nH]c2ccccc2c1=O)NCCc1ccccc1	97	94	-9	-5	96	-18	-2	-4	99	96	104
Cc1ccccc1OCCn1cnc2c(N)ncnc21	97	99	-4	16	99	-1	-3	-1	99	102	100
CC(=O)c1cccc(-n2nnnc2SCC(=O)Nc2ccccc2N2CCCCC2)c1	97	97	4	1	97	0	0	4	98	97	95
CCCCn1c(C(C)NC(=O)CC)nc2ccccc21 (stereo not given)	100	103	-10	-8	99	-8	-4	-4	101	106	99
Cc1cc(C)cc(N(CCC(=O)Nc2nnc(C)s2)S(=O)(=O)c2ccc(Cl)cc2)c1	96	98	5	4	97	3	1	4	98	101	99
CCOC(=O)Nc1cccc(OCC(=O)Nc2ccc(OC)cc2OC)c1	98	100	-7	-4	97	-1	-2	-2	100	99	99
O=S(=O)(c1ccccc1)N1CCN(c2nnnn2-c2ccccc2)CC1	92	90	3	0	91	2	3	1	91	87	97
CCOCCCN(C(=O)Nc1ccc(CC)cc1)C1CCN(C(C)=O)CC1	101	105	-20	-9	101	-8	-8	-3	103	110	99
CCOC(=O)COc1cc([N+](=O)[O-])cc2cccnc12	102	103	-4	-5	98	0	0	0	101	102	100
O=C(CSc1ccc(-c2ccco2)nn1)NC1CCCC1	100	97	-3	-2	96	0	0	0	96	97	105
COc1ccc(S(=O)(=O)Nc2cc(C)on2)cc1OC	95	92	-6	-2	96	-7	-8	-5	97	100	95
CC(C)OC(=O)c1cccnc1N1CCN(c2ccc(F)cc2)CC1	101	102	-14	-7	97	-14	-6	-2	101	102	104
O=C1C=CC(=O)N1N(c1ccccc1)c1ccccc1	95	92	-12	-5	95	-4	-6	-6	98	100	99
CCN(CC)C(=O)CN1CCN(c2ccccc2F)CC1	103	102	-19	-13	101	-6	-10	-2	101	104	105
O=C(CCc1nnc(-c2ccsc2)o1)N1CCc2c(Cl)cccc2C1	100	98	-1	-1	97	-2	1	1	102	102	108
O=[N+]([O-])c1ccc(Sc2nnnn2-c2ccccc2)nc1	93	94	-5	0	91	-9	-4	0	96	99	95
Cc1oc2cc3c(C(=O)N4CCCCC4)c(C)oc3cc2c1C(=O)N1CCCCC1	99	99	0	1	92	0	0	0	99	97	99
CCCOc1ccc(N2C(=O)CC(SCCN)C2=O)cc1 (stereo not given)	?	?	-16	-5	?	-7	11	3	?	?	?

Entries above that have a Cl atom:
SMILES	Rab2 wt GTP	Cdc42 wt GTP	Bim-Bfl-1	Bcl-2 Bim block	Rac1 mut GTP	Bcl-B Bim block	Bim-Bcl-XL	Bim-Bcl-W	HRas wt GTP bind	Rac1 wt GTP bind	Rab7 wt GTP bind
C/C(=N\NC(=O)Cc1csc(N2CCOCC2)n1)c1ccc(Cl)c(Cl)c1	?	?	6	0	?	2	-1	0	?	?	?
O=[N+]([O-])c1cc(S(=O)(=O)NCCCN2CCOCC2)ccc1Cl	100	98	-2	0	99	-4	-11	-5	99	103	95
O=C(/C=C/c1ccc(Cl)c(Cl)c1)n1cccn1	91	91	0	-7	89	-4	-2	-3	93	91	93
COCCNC(=O)C(=O)N/N=C(\C)CC(=O)Nc1ccc(Cl)cc1Cl	99	103	-2	-3	102	-2	-2	0	102	104	101
CC1CCN(Cc2cnc(Cl)s2)CC1	94	95	-12	-11	93	-7	-12	0	93	90	95
Cc1cc(C)cc(N(CCC(=O)Nc2nnc(C)s2)S(=O)(=O)c2ccc(Cl)cc2)c1	96	98	5	4	97	3	1	4	98	101	99
O=C(CCc1nnc(-c2ccsc2)o1)N1CCc2c(Cl)cccc2C1	100	98	-1	-1	97	-2	1	1	102	102	108
